FAS-TE inh: FAS thioesterase (human) inhibition; actives 0.67% (n = 360,000); inhibition, % at 15 µM; P49327; recombinant FAS-TE, OMFH fluorogenic substrate, fluorescence endpoint;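 active = compounds whose normalised, plate-corrected inhibition of enzyme fluorescence in the single-dose primary screen is 50% or more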;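 also: 0% = DMSO with enzyme and 100% = substrate without enzyme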
Rpn11 inh: Rpn11 (human) deubiquitinase inhibition; actives 0.59% (n = 360,000); calls only at 20 µM; human 26S proteasome, Ub4-pepOG fluorescence polarization; 20S core pre-blocked with epoxomicin; AID 588493; O00487;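 active = inhibition at 20 µM, scaled to each plate's controls, above about 33%, limit read from the data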
Target sequence (O00487 whole entry, looked up): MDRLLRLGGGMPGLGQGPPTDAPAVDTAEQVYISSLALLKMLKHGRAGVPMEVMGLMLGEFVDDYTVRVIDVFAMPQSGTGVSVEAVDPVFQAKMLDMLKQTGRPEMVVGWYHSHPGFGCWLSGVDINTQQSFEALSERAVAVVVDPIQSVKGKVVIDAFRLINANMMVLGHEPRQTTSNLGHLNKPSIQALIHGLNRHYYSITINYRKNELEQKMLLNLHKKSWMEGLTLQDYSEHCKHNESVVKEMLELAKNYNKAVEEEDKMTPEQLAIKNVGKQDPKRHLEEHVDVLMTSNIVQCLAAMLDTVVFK
CSN inh: inhibitors of human CSN-mediated cullin deneddylation | actives 0.38% (n = 360,000) | Purified CSN, SCF-Nedd8-OG deneddylation, fluorescence polarization | inhibition, % at 12.5 µM;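 active = pattern-corrected inhibition above about 35%, with an unprinted fluorescence ratio check between 0.5 and 1.5, limit read from the data, passing the limit was not always enough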;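 also: 0% = enzyme with substrate and 100% = substrate without enzyme; some results filed as inactive read as strong as hits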
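Detection – fluorescence polarization · System – HEK293T-derived human Csn5 enzyme · Controls – substrate-only high control, full reaction low control · Timing – 90 min, room temperature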
PABP1 MLLE inh: blocks PAM2 peptide binding to the PABP1 MLLE domain; actives 0.36% (n = 360,000); GST-MLLE / FITC-PAM2 fluorescence polarization; inhibition, % at 20 µM; P11940; in the data active = inhibition above about 35%, passing the limit was not always enough;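 also: plate controls were DMSO wells with GST-MLLE for no effect and wells lacking GST-MLLE protein for full effect; some results filed as inactive read as strong as hits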
Target sequence (P11940 whole entry, looked up, the tested form may be a part): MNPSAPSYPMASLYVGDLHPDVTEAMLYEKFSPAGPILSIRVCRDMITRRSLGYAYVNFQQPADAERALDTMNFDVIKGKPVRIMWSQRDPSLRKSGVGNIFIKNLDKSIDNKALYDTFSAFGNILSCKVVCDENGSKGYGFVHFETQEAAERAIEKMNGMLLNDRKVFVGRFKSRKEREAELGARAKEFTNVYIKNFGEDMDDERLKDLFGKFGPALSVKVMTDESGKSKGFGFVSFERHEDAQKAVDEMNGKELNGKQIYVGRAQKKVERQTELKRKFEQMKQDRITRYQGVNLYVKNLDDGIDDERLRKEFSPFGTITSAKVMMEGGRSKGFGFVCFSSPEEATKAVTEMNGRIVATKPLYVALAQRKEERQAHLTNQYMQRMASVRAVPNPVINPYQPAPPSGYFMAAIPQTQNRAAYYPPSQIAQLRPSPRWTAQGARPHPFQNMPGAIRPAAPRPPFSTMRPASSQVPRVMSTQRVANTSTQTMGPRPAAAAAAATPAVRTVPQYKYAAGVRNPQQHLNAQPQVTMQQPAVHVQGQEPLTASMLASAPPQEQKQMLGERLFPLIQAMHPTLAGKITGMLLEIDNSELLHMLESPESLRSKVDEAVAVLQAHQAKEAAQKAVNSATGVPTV
MT1-MMP act inh: blocks activation of human MT1-MMP; P50281; actives 0.061% (n = 360,000); HT1080 RFP-PRO-GFP cells, GFP/RFP ratio fluorescence, overnight; percent of plate control window, DMSO zero; GFP/RFP ratio change, % at 20 µM;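 active = GFP/RFP ratio change of at least 30% with cell ATP level not reduced by more than half and red fluorescence within 50% of control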; also: strong numbers were not always called active
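Assay system: HT1080 cells carrying an RFP-PRO-GFP reporter | Dosing: Single dose of 20 µM compound, 1% DMSO final | Incubation: Cells overnight before dosing, compound overnight, 37 °C, 5% CO2 | Evaluation: GFP/RFP fluorescence ratio | Control set: DMSO and RFP-L50D-GFP cell wells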
Rin1-Abl PPI inh: human Rin1-Abl interaction inhibition | TR-FRET Rin1/Abl binding, biochemical | inhibition, % at 7.35 µM | actives 0.4% (n = 360,000) | AID 588664; in the data active = inhibition above about 5%, passing the limit was not always enough
eLon inh: inhibits E. coli Lon protease; P0A9M0; purified E. coli Lon protease, fluorescence polarization; inhibition, % at 7.94 µM; actives 0.42% (n = 360,000); AID 602123; in the data active = inhibition above about 13%, passing the limit was not always enough;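 also: 0% = enzyme with probe and DMSO and 100% = no enzyme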
MsrA act: activates bovine MsrA enzyme. activation, % at 10.6 µM. actives 0.3% (n = 360,000). purified bovine MsrA, absorbance read-out; in the data active = activation above about 7.5%;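 also: 0% = vehicle and 100% = reference activator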
MsrA inh: inhibits bovine methionine sulfoxide reductase A; actives 0.75% (n = 360,000); AID 651718; inhibition, % at 15.5 µM; purified bovine MsrA, absorbance read-out; in the data active = inhibition above about 4.5%;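 also: 0% = vehicle wells with enzyme and 100% = reference inhibitor wells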
An asterisk follows results filed as active; i = inactive; nt = not tested or not shown.

SMILES | FAS-TE inh | Rpn11 inh | CSN inh | PABP1 MLLE inh | MT1-MMP act inh | Rin1-Abl PPI inh | eLon inh | MsrA act | MsrA inh
Cc1cc2c3c([nH]c2cc1S(=O)(=O)N1CCC2(CC1)OCCO2)CC(C)(C)CC3=O | -5 | i | -7 | 8 | 4 | 2 | 6 | -8 | 0.7
CC1CCN(c2oc(-c3ccccc3Cl)nc2C#N)CC1 | 28 | i | 2 | 8 | -5 | -2 | 8 | 0 | 0.8
O=C(O)CCCC(=O)Nc1ccc(Cl)c(Cl)c1 | -4 | i | -4 | 4 | 5 | -2 | 2 | -1 | -1.6
COc1ccc(CCNC(=O)CCc2ccc(S(=O)(=O)NCC(C)C)cc2)cc1 | -4 | i | -3 | 15 | 3 | -3 | -1 | -4 | 0.5
CC(=O)c1c(C)nc(-c2ccc(Cl)cc2)nc1N | -3 | i | 6 | 9 | 0 | -1 | -5 | 1 | 0.4
Cc1ccccc1NC(=O)NCCN1C(=O)C2C3C=CC(C3)C2C1=O (configuration not stated) | -8 | i | 1 | 0 | 12 | -1 | -6 | -11 | -0.4
CCc1ccc(C(O)c2ncc(-c3ccc(C)cc3)[nH]2)cc1 (configuration not stated) | 1 | i | -4 | 7 | 1 | -4 | -17 | 0 | 1.9
O=C(CN1CCC(NC(=O)Cc2ccccc2)CC1)Nc1cccc2ccccc12 | -5 | i | 0 | -2 | 2 | -3 | 3 | 0 | -0.5
O=C(Nc1ccccc1)OC[C@@H]1C=CS(=O)(=O)N1Cc1ccc(Br)cc1 | 4 | i | 6 | -8 | 3 | 4 | -9 | -2 | -0.9
CCC(=O)c1ccc(OCC(=O)Nc2nc(C)cs2)cc1 | -4 | i | 1 | 13 | 2 | -1 | 0 | -2 | -0.1
CCOC(=O)c1c(-c2ccccc2)csc1NC(=O)c1nn(CC)cc1Br | 30 | i | 0 | 23 | 8 | -5 | -4 | -15 | 1.2
Cc1nc(NC(=O)C2CC2)sc1C(=O)N1CCCCC1 | -7 | i | 1 | -10 | 2 | 2 | -1 | -1 | 0.9
Cc1cc(C(C)(C)C)oc1C(=O)N(CC(=O)NC1CCCC1)Cc1ccccc1 | 12 | i | -3 | 3 | -5 | 3 | 1 | -1 | -1.4
COc1ccc(-c2csc(Nc3ccc(S(N)(=O)=O)cc3)n2)cc1OC | 2 | i | -2 | 27 | -3 | -5 | 1 | -5 | 1.0
COc1ccccc1N1CCN(/N=C\c2ccc(C)o2)CC1 | -1 | i | 0 | 5 | -4 | -4 | -1 | -9 | -0.7
Cc1cccc(NC(=O)CCSc2ccccc2)c1C | -1 | i | -1 | 0 | 3 | 2 | -2 | -12 | 0.8
COc1cccc(NC(=O)CCc2ccccc2)c1 | -7 | i | -3 | -14 | 2 | 1 | 1 | -2 | 0.6
Cn1ccnc1SCCC#N | -12 | i | 5 | -60 | 0 | 1 | -4 | -3 | -0.2
Cc1ccc(S(=O)(=O)N2CCC(=O)N([C@H](COCc3ccc(Cl)cc3Cl)Cc3ccccc3)CC2)cc1 | 23 | nt | -2 | nt | -7 | nt | 1 | -7 | 2.2
CCN(CC)c1ccc(S(=O)(=O)N2CCCCC2)cc1NC(=O)CSCc1c(C)noc1C | 22 | i | -1 | 3 | 0 | 1 | -20 | 0 | 0.3
Cc1c(S(=O)(=O)N2CCCC2)c(=O)n(C)c(=O)n1C | -3 | i | 7 | -4 | 1 | -3 | -7 | -9 | 0.7
Cc1cc(C)c2nc(NC(=O)C3CC(=O)N(Cc4ccco4)C3)sc2c1 (configuration not stated) | 12 | i | -6 | -1 | 0 | -1 | 5 | -11 | -1.3
O=C(N/N=C/c1ccc2cccnc2c1)c1ccco1 | -4 | i | -2 | 2 | 1 | -3 | 8 | -3 | 3.5
CCOC(=O)c1ccc(NC(=O)COc2cc(=O)n(CC)c3ccccc23)cc1 | -1 | i | -5 | 8 | 3 | 0 | -5 | 0 | -0.4
CCC1(CC)NC(=O)N(CC(=O)OC(C)C(=O)Nc2ccc(Cl)cn2)C1=O (configuration not stated) | -3 | i | -1 | -2 | 4 | 1 | 1 | -2 | -1.0
Other compounds:
SMILES | FAS-TE inh | Rpn11 inh | CSN inh | PABP1 MLLE inh | MT1-MMP act inh | Rin1-Abl PPI inh | eLon inh | MsrA act | MsrA inh
CC(=O)Nc1ccc(S(=O)(=O)N2CCN(CCN3CCOCC3)CC2)cc1Cl | -5 | i | -3 | 1 | -1 | 1 | 6 | -5 | -0.9
CC(=NNC(=S)N1CC2CCC(CC2)C1)c1cnccn1 | 1 | i | 4 | 31 | 0 | 0 | -15 | -3 | -0.1
FC(F)(F)c1ccccc1Cc1c(-c2cccc(Cl)c2)nc2ccc(Br)cn12 | 9 | i | 5 | 2 | -3 | -12 | -4 | -2 | -0.5
COc1ccccc1NC(=S)NNC(=O)c1nn(C)cc1Cl | -7 | i | 3 | -4 | 2 | -2 | -9 | -5 | 0.2
O=C(Cn1c(NCCO)nc2ccccc21)N1CCN(Cc2ccccc2)CC1 | 2 | i | 0 | 5 | -2 | 0 | 4 | -7 | 1.6
CCN1CCN(c2ccc(NC(=O)c3cc4ccccc4cc3OC)cc2C)CC1 | 5 | i | -1 | -113 | -2 | -7 | -2 | 0 | 0.9
Cc1ccccc1N1C(=O)c2ccccc2C1O (configuration not stated) | -5 | i | 2 | 0 | 4 | 0 | -3 | -1 | 0.8
CC(=O)c1cc(CN2CCC(n3nccc3NC(=O)c3ccccc3)CC2)cs1 | -4 | i | 2 | 9 | -3 | 0 | -2 | -3 | 0.3
O=C(/C=C/c1ccccc1)NCC(=O)N/N=C/c1ccco1 | -5 | i | -3 | -13 | 3 | 0 | 4 | -7 | 1.3
COc1ccc(OCC(=O)N/N=C2\CCCCc3ccccc32)cc1 | 2 | i | -2 | -2 | -1 | 1 | 3 | -7 | -0.6
CCOC(=O)c1sc(NC(=O)CSc2nc3c(c(-c4ccc(OC)cc4)c2C#N)CCCC3)c(C#N)c1C | 30 | i | 4 | 2 | -65 | 2 | -8 | -1 | 1.8
COc1ccc(NC(=O)Nc2ccc(Cc3ccncc3)cc2)cc1OC | 0 | i | -1 | 3 | -24 | -1 | -3 | -1 | 0.5
O=S(=O)(c1ccc2nc(COc3ccccc3)[nH]c2c1)N1CCOCC1 | -3 | i | 1 | -13 | 6 | 3 | -7 | -2 | -0.2
CC(=O)N1CCOc2ccc(S(=O)(=O)NC[C@H]3O[C@@H](n4cnc5c(N)ncnc54)[C@H](O)[C@@H]3O)cc21 | -12 | i | -7 | -6 | 1 | -2 | -4 | -2 | 1.1
CCc1ccc(C(C(=O)NC2CCCC2)N(CCOC)C(=O)CCC(=O)Nc2cc(C)on2)cc1 (configuration not stated) | -3 | i | -6 | 3 | 2 | 4 | 7 | -10 | 2.6
O=C(Nc1ccc2[nH]ncc2c1)c1ccccc1Br | -12 | i | -2 | -11 | -4 | 5 | -3 | -1 | -0.5
O=C(NNC(=S)Nc1ccc(F)c(Cl)c1)c1ccccc1Br | -6 | i | -4 | 25 | 2 | 0 | 5 | 0 | 0.1
Cc1ccccc1NC1=NC(=S)N(c2ccccc2)C12CCOC(C)(C)C2 (configuration not stated) | 5 | i | 4 | -115 | -1 | 2 | 0 | 2 | -0.1
CCC(C)NC(=O)CSc1ncnc2sccc12 (configuration not stated) | -9 | i | -4 | -3 | 0 | 0 | 3 | -3 | -0.8
CS(=O)(=O)c1ccc(-c2nn[nH]n2)cc1 | -3 | i | 6 | 12 | 2 | 0 | 6 | -1 | 1.2
COc1c2ccoc2nc2c(OC)c(OC[C@@H](O)C(C)(C)O)ccc12 | -5 | i | 0 | -4 | nt | 0 | 4 | -12 | 0.0
Cc1nc2cc(C(=O)OCC(=O)NC3CCS(=O)(=O)C3)ccc2n1-c1ccccc1 (configuration not stated) | -1 | i | -2 | -6 | 3 | 5 | 3 | 1 | 0.2
Cc1cccc(C)c1NC(=O)CN(C)CC(=O)Nc1ccc(F)c(Cl)c1 | 2 | i | 8 | 0 | 0 | 5 | 2 | -11 | 0.9
CCOC(=O)/C=c1\s/c(=C(\C#N)C(N)=O)n(-c2ccccc2)c1=O | 0 | i | -1 | 17 | -1 | -4 | -5 | -2 | 0.0
C[C@@H]1CN([C@@H](C)CO)C(=O)c2cccc(NS(=O)(=O)c3cccs3)c2O[C@H]1CN(C)Cc1ccc(C(F)(F)F)cc1 | 4 | i | 4 | 5 | 3 | 4 | -2 | -5 | -0.2
Continuation.
SMILES | FAS-TE inh | Rpn11 inh | CSN inh | PABP1 MLLE inh | MT1-MMP act inh | Rin1-Abl PPI inh | eLon inh | MsrA act | MsrA inh
COc1cc(-c2nc3c[n+](CC(=O)c4ccccc4)ccc3n2C)cc(OC)c1OC | -9 | i | -16 | 14 | 1 | 1 | -17 | -1 | 1.7
Cc1ccc(CN(C)C(=O)c2cc(COc3ccc(F)cc3Cl)on2)o1 | 16 | i | 1 | -6 | 1 | -2 | 1 | 1 | -1.0
COc1ccc(/C(C)=N/OC/C(O)=C(\C#N)c2nc3ccccc3[nH]2)c(OC)c1 | -3 | i | -2 | -10 | -2 | -3 | -1 | -2 | 0.9
Cc1[nH]cnc1C(=O)N/N=C/c1ccc([N+](=O)[O-])s1 | -1 | i | 3 | -7 | 11 | -1 | 2 | -5 | 4.3
Cc1onc(-c2c(F)cccc2Cl)c1C(=O)N(C)CCc1ccccn1 | -6 | i | 4 | 0 | 0 | -2 | -1 | -10 | 1.2
O=P(c1ccccc1)(c1ccccc1)C(O)c1ccco1 (configuration not stated) | -9 | i | -3 | 12 | -9 | 1 | 9 | -2 | -0.4
Cc1ccc2nc(NCC(=O)O)nc(-c3ccccc3)c2c1 | -4 | i | -4 | -16 | 0 | -11 | -6 | 2 | 0.0
C=C1CCC(O)C2(C)CCC3C(C)C(=O)OC3C12O (configuration not stated) | -2 | i | -6 | 5 | -2 | 4 | -10 | 3 | -0.3
CCCCn1c(N)c(N(CC(C)C)C(=O)COC(=O)Cc2cccc(OC)c2)c(=O)[nH]c1=O | -6 | i | 2 | 4 | 1 | 5 | -6 | -1 | -0.7
CC(=O)Nc1ccc(Nc2cc(C)nc3ccccc23)cc1 | -2 | i | 5 | 6 | 1 | -1 | 2 | -3 | 0.8
O=c1[nH]cc(CCc2ccccc2)c(=O)[nH]1 | -9 | i | -3 | 5 | 1 | -2 | -5 | 1 | 0.7
O=C(NC12CC3CC(CC(C3)C1)C2)OCCNC1CCCCC1 | -2 | i | 4 | 24 | 5 | 6 | -5 | -4 | 1.4
CN1CCN(C(=O)c2cn(-c3ccccc3)nc2-c2cccs2)CC1 | -5 | i | 4 | 2 | -3 | 6 | 9 | 1 | -1.2
CC1CN(C(=O)c2ccc(COc3ccccc3Br)o2)CC(C)O1 (configuration not stated) | -5 | i | -2 | -6 | 0 | 2 | -5 | -1 | -0.3
CCc1ccc(NC(=O)CSc2nnc(COc3ccc4c(c3)CCCC4)o2)cc1 | -1 | i | -4 | -2 | -3 | 0 | -7 | 11* | 0.2

Complete entries from above:
Shown for C=C1CCC(O)C2(C)CCC3C(C)C(=O)OC3C12O (configuration not stated) : FAS-TE inh = -2; Rpn11 inh = i; CSN inh = -6; PABP1 MLLE inh = 5; MT1-MMP act inh = -2; Rin1-Abl PPI inh = 4; eLon inh = -10; MsrA act = 3; MsrA inh = -0.3
Shown for O=P(c1ccccc1)(c1ccccc1)C(O)c1ccco1 (configuration not stated) : FAS-TE inh = -9; Rpn11 inh = i; CSN inh = -3; PABP1 MLLE inh = 12; MT1-MMP act inh = -9; Rin1-Abl PPI inh = 1; eLon inh = 9; MsrA act = -2; MsrA inh = -0.4

Assay outcomes: PubChem, several laboratories

Random draw from the library. About 3.7% of those tested had a hit in this group.
